Screening data (PubChem)
Pin1 inh – blocks the human prolyl isomerase Pin1 | Pin1 FP peptide displacement, HiFluor488, 10 min | Potency, µM (highest dose often 115 µM), for inactives: at the top dose activity, negative = inhibition, actives largely listed as inhibitors | 390,000 tested, 0.009% active | AID 504891; active = well fitted inhibition curve with a large enough effect in the polarisation, with a control signal flat, not every such curve was filed as active; inconclusive = small, poorly fitted or top-dose-only effect, or effect the other way, or a change in a side signal; inactive = no such curve, though single readings can be large or run the other way; the % refers to the polarisation; also: potency is read from the fitted curve at half-maximal effect; % is scaled to controls: 0 for no effect and ±100 for the full control effect
Target sequence (Q13526 whole entry, looked up): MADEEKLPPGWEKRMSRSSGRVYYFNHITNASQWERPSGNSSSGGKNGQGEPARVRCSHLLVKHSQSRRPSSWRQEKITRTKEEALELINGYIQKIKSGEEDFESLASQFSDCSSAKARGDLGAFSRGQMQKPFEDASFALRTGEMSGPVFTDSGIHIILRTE
HP1b chromo inh – HP1-beta chromodomain-methylated histone interaction inhibition; AID 540317; P83916; AlphaScreen HP1-beta / biotin-H3K9me3 peptide binding; 390,000 tested, 0.56% active; Potency, µM (titrated, usually from 114 µM), for inactives: top-dose activity change, negative = inhibition, usual class: inhibitors; also: potency is read from the fitted curve at half-maximal effect; nearly all actives have a fitted effect of over 70% in size; inactives centre near 23
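AlphaScreen: HP1-beta (50 nM) preformed 30 min with biotin-H3(1-18)K9me3 peptide (50 nM) in PBS pH 7.4, 0.01% Tween-20. Compound added for 30 min at RT, then streptavidin donor/nickel chelate acceptor beads (10 ug/mL) for 30 min.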
PGK inhibitor – T. brucei PGK inhibition. PGK/GAPDH coupled, Kinase-Glo luminescence, 60 min. Potency, µM (highest dose often 57.5 µM), without a hit: at the top dose activity change, negative = inhibition, usual class: inhibitors. 380,000 tested, 0.043% active. P07378; also: potency is read from the fitted curve at half-maximal effect; % is scaled to controls: 0 for no effect and ±100 for the full control effect; nearly all actives have a fitted effect of over 60% in size
Target sequence (P07378 whole entry, looked up): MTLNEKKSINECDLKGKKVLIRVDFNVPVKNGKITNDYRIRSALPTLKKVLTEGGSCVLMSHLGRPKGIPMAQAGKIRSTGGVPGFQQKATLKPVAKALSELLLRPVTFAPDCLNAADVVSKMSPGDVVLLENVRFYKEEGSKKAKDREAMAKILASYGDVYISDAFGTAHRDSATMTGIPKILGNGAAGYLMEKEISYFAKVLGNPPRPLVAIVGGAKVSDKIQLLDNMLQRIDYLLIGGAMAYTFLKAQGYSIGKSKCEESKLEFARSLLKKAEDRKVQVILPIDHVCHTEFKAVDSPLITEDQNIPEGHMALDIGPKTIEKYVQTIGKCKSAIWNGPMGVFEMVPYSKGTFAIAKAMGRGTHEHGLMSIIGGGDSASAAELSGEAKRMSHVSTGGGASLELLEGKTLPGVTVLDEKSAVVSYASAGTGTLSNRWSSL
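Recombinant glycosomal PGK reaction used 1,3-bisphosphoglycerate generated in-well by GAPDH (100nM final) in 100mM TEA pH 7.6, 5mM MgCl2, 0.01% Tween-20. After 60 minutes at room temperature, ATP was read by Kinase-Glo Plus luminescence end-point.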
JMJD2A Tudor – inhibitors of human JMJD2A Tudor domain | AlphaScreen JMJD2A-Tudor / H3K4me3 peptide binding | 390,000 tested, 4.4% active | Potency, µM (titrated, usually from 114 µM), for the others: at the highest dose activity change, negative = inhibition, usual class: inhibitors | O75164; also: potency is read from the fitted curve at half-maximal effect; % is scaled to controls: 0 for no effect and ±100 for the full control effect; nearly all actives have a fitted effect of over 50% in size
G9a inh – inhibitors of human histone lysine methyltransferase G9a. Q96KQ7. G9a H3K9 monomethylation, AlphaScreen, 2 h. Potency, µM (highest dose often 102 µM), for inactives: at the top dose activity, negative = inhibition, actives largely listed as inhibitors. 350,000 tested, 8.8% active; also: potency is read from the fitted curve at half-maximal effect; % is scaled to controls: 0 for no effect and ±100 for the full control effect; nearly all actives have a fitted effect of over 75% in size
Target sequence (Q96KQ7 913-1193 limits assumed): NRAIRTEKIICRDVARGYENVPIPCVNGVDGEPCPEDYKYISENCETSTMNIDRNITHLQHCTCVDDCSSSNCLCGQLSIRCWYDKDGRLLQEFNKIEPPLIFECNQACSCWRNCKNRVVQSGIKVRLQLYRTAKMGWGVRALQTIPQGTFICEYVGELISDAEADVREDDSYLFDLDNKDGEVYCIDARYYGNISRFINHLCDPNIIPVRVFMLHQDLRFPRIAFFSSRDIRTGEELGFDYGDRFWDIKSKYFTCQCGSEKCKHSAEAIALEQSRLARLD
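Step 1: enzyme (final 20 nM) with compound, 15 min RT. Step 2: substrate peptide 500 nM and SAM 20 uM, 2 h RT. Step 3: anti-H3K9me1 antibody and AlphaScreen beads, 10 min, then plate read.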
BAZ2B block – inhibitors of human BAZ2B bromodomain; Q9UIF8; AlphaScreen BAZ2B-H3K14Ac peptide displacement; Potency, µM (highest dose often 114 µM), for the others: top-dose activity change, negative = inhibition, most hits filed as inhibitors; 360,000 tested, 4.4% active; also: potency is read from the fitted curve at half-maximal effect; % is scaled to controls: 0 for no effect and ±100 for the full control effect; nearly all actives have a fitted effect of over 60% in size
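AlphaScreen displacement of biotin-H3(5-23)K14Ac peptide (50 nM final) from BAZ2B (50 nM final) in PBS pH 7.4, 0.01% Tween-20; complex preformed 30 min RT, then compounds (top 110 uM) 30 min RT, beads 20 min dark.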
POLH inh – blocks human DNA polymerase eta activity; 390,000 tested, 1.2% active; Potency, µM (titrated, usually from 114 µM), for the others: at the top dose activity change, negative = inhibition, usual class: inhibitors; AID 588591; recombinant Pol eta, fluorescent DNA replication assay; also: potency is read from the fitted curve at half-maximal effect; % is scaled to controls: 0 for no effect and ±100 for the full control effect
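Pol eta at 10 nM preincubated with compounds 15 min at room temperature; reaction started with fluorescent substrate (50 nM final) and read kinetically at 0 and 10 min.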
PI4K2A inh – blocks human PI4K2A kinase activity | activity change, negative = inhibition, % at 76.9 µM | purified PI4K2A, ADP-Glo luminescence, 1 h; hits give low values | 420,000 tested, 0.13% active; in the data active = activity change below about -50%; inconclusive = mostly about -30% to -49%;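 also: -100% = wells without enzyme as full effect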
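In this quantitative HTS, ADP production by PI4K2A was quantified luminescently after 1 h at ambient temperature; 100 microM adenosine served as plate-quality control.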
GLS inhibitor – blocks human kidney-isoform glutaminase activity; O94925; Potency, µM (titrated, usually from 45.5 µM), without a hit: at the top dose activity change, negative = inhibition, usual class: inhibitors; AID 624170; GLS enzymatic activity, qHTS titration; 410,000 tested, 0.21% active; also: potency is read from the fitted curve at half-maximal effect; % is scaled to controls: 0 for no effect and ±100 for the full control effect
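Read-out is an Amplex red fluorescence increase coupled through glutamate oxidase and HRP, measured before and after 30 min room-temperature incubation. hKGA is in 45 mM KH2PO4 (pH 8.2) with 0.02% Tween-20; glutamine added as 1mM solution.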
An asterisk follows results filed as active; i = inactive; ? = inconclusive; / = no result given; & = joins results of further samples; [ ] = another dose, or the depositor's remark. Unless noted, calls follow the shape of the dose curve; as a rule, active = well fitted curve in the direction sought with a large enough effect; inconclusive = small, poorly fitted or top-dose-only effect, or another doubt; inactive = no such curve, though single readings can be large; an effect the other way counts as inactive or inconclusive. Only part of the results is shown; the hit share may differ from the screen's.

cpd | mol | JMJD2A Tudor | PI4K2A inh | GLS inhibitor | G9a inh | Pin1 inh | BAZ2B block | PGK inhibitor | HP1b chromo inh | POLH inh
1 | Cc1ccc2[nH]c(CN3CCN(C)C(CCO)C3)c(C)c2c1 (stereo not drawn) | -23% | 3 | 4% | 3% | -10% | -18% | -10% | 36% | -18%
2 | COc1cc(C(=O)Nc2c(C)cc(C)cc2C)c(Br)c(OC)c1OC | 0% | 1 | -3% | 19% | -6% | -8% | -7% | 34%[activator] | -8%
3 | COC(=O)c1ccc(/C=N/OCC(=O)NCc2ccc(F)cc2)cc1 | 2% | 0 | 43%[activator] | 17% | -1% | -3% | -6% | 66%[activator] | -20%
4 | CC1CCC(NC(=O)C2CCN(c3c4c(nc5ncnn35)CCC4)CC2)CC1 (stereo not drawn) | -3% | 1 | 11% | 4% | -6% | -3% | -3% | 16% | -3%
5 | COc1cccc(/C=N/NC(=O)c2c(C)nc3ccc(Br)cn23)c1O | 35µM* | -8 | 9% | -9% | ? | 7.9µM* | -13% | 2% | 9%
6 | Cc1oc2ncn(CC(C)C)c(=O)c2c1C(=O)N1CCN(c2ccccc2F)CC1 | 3% | -1 | 2% | 3%[59 µM] | -2% | 9%[57.1 µM] | -10% | 30% | -12%
7 | CCOc1cccc(OCCCOc2ccccc2)c1 | 132%[activator] | 3 | 0% | 269%[activator] | -6% | 204%[activator] | -2% | 170%[activator] | -18%
8 | O=C(C1CCCCC1)N1CCC2CC1c1cc(Cl)ccc12 (stereo not drawn) | 8% | 4 | -8% | / | 1% | / | -3% | 51%[activator] | -18%
9 | Fc1ccc2c(c1)C1C=CCC1C(c1cc3c(cc1Br)OCO3)N2 (stereo not drawn) | 45µM* | 5 | 6% | -39%[12.7 µM] | -10% | -36%[57.1 µM] | i | -24% | -16%
10 | CN1CC=C2C(C#N)=C(N)C(C#N)(C#N)C(c3ccsc3)C2C1 (stereo not drawn) | -25%[11.4 µM] | -7 | -13% | / | ? | -27% | i | 43% | -8%
11 | CC(Sc1nnc(Cc2ccccc2)n1C)C(=O)NC1CC1 (stereo not drawn) | -1% | -7 | -3% | ? | -9% | 9% | -1% | 36% | -5%
12 | CCn1c(C(=O)NCc2ccc(F)cc2)cc2oc3ccccc3c21 | -33% | -4 | 0% | 1%[59 µM] | 1% | 1% | 4% | 21% | -16%
13 | O=C(O)C1=C(C(=O)Nc2cc(C(F)(F)F)ccc2Cl)CCCC1 | -5% | 5 | -2% | -32% | -9% | -12% | -8% | 36%[activator] | -7%
14 | Cc1nnc2c(NCC(C)c3ccccc3)nc3ccccc3n12 (stereo not drawn) | ? | -1 | -2% | -4% | 12% | 1% | 2% | 46%[activator] | -15%
15 | O=C(NCCN1CCOCC1)c1ccc(Cl)c(S(=O)(=O)N2CCOCC2)c1 | 8% | 2 | 13% | ? | 5% | -2% | 6% | 32% | -4%
16 | COc1cc(OC)c2c(-c3ccccc3)cc(=O)oc2c1C(CC(=O)N1CCOCC1)c1ccc(N(C)C)cc1 (stereo not drawn) | 32µM* | 1 | 20% | -6%[12.7 µM] | ? | 35µM* | 6% | ? | -9%
17 | COCCCN(CCNC(=O)c1ccc(NC2=NC3CS(=O)(=O)CC3S2)cc1)Cc1ccco1 (stereo not drawn) | -6% | -5 | 0% | -1%[12.7 µM] | 3% | -10% | 3% | 22% | -4%
18 | Cc1ccn(CCC(=O)N2CCc3ccccc32)n1 | -22% | -4 | -2% | 10% | 11% | -17% | -1% | 16% | -2%
19 | CC1Cc2cc(/C(O)=C3/C(=O)C(=O)N(CCCn4ccnc4)C3c3ccc(F)cc3)ccc2O1 (stereo not drawn) | -24% | 9 | -10% | 45µM* | 2% | -24%[57.1 µM] | -7% | 40%[activator] | -23%
20 | O=C(NC(=S)Nc1ccccc1F)c1ccc(Br)o1 | -3% | 0 | -2% | -27% | 15% | -30% | i | 1% | -1%
21 | Cc1[nH]c2ccccc2c1/C=N/NC(=O)c1cc(C(C)(C)C)[nH]n1 | -23% | 5 | 2% | / | -2% | 71µM* | -5% | -4% | -12%
22 | Cc1ccc(NC(=O)Cn2cc(S(=O)(=O)N3CCC(C)CC3)c3ccccc3c2=O)c(Br)c1 | -9% | 1 | 4% | 5%[59 µM] | ? | 0% | -8% | 18% | -20%
23 | Cc1cc2[nH]c(=O)c(=O)[nH]c2cc1S(=O)(=O)N1CCN(c2cccc(Cl)c2)CC1 | -36% | 0&5 | 0%&-6% | -4%[59 µM] | 28%&30% | -13% | 3%&-8% | 33%&12% | 0%&-16%
24 | Cc1c(NC(=O)C(F)(F)F)ccc2nc3c(=O)n(C)c(=O)n(C)c3nc12 | -18% | -8 | 1% | -36%[59 µM] | ? | -5% | -2% | 21% | -7%
25 | CCC(C)Cn1c(C)nc2ccccc21 (stereo not drawn) | -5% | 0 | -1% | 9%[12.7 µM] | 1% | 0% | -2% | 22% | -15%
26 | Cc1ccc(SCC(=O)c2ccc(CC(=O)O)s2)cc1 | ? | -15 | 0% | / | 3% | 50µM* | -2% | 4% | 50µM*
27 | O=C(NCCS(=O)(=O)NC1CCCC1)c1ccccc1 | -11% | -3 | 1% | -40% | -10% | 11% | -5% | 17% | 2%
28 | COc1ccc(C(=O)N2CCN(C(=O)C3COc4ccccc4O3)CC2)cc1OC (stereo not drawn) | -20% | 5 | -2% | ? | -8% | -13% | 0% | 16% | -3%
29 | O=C(O)c1cnnc2ccccc12 | -2% | 8 | -29% | / | -1% | / | -6% | 18% | -11%
30 | Cc1nnc(Sc2cc(C(=O)NCCCN(C)Cc3ccccc3)c3ccccc3n2)s1 | -17% | -4 | -1% | -1%[59 µM] | -1% | 4% | 1% | 24% | -22%
31 | Cc1ccc(C)c(N2CCN(C(=O)C(C)n3c(C)c4cnn(-c5ccccc5)c(=O)c4c3C)CC2)c1 (stereo not drawn) | -11% | 9 | -11% | 1%[59 µM] | 5% | -22% | i | 16% | -15%
32 | C=CCC1Cc2c(Br)cccc2C(CC=C)N1 (stereo not drawn) | 12% | 1 | 0% | ? | -12% | 1% | 1% | 43%[activator] | -9%
33 | Cc1ccc(NC(=O)c2ccccc2N(C)S(=O)(=O)c2ccccc2)c(C)c1 | -1% | 2 | 11% | 10%[59 µM] | 1% | -13% | 0% | 22% | -6%
34 | COc1ccccc1NC(=O)Nc1ccc(Br)cn1 | -8% | 0 | 15% | 13% | -1% | 8% | 4% | 18% | -6%
35 | O=C(CN1CCc2ccccc2C1)NCC(=O)Nc1ccc(F)cc1 | -2% | 4 | 10% | 0% | -1% | -2% | -2% | 14% | -15%
36 | COC(=O)c1cc(C(=O)NNC(=O)c2ccc3c(c2)OCO3)cc([N+](=O)[O-])c1 | -6% | -2 | 16% | 10%[59 µM] | 0% | 14% | 3% | 30% | -3%

Shown screen by screen: entries from further up.
#26 Cc1ccc(SCC(=O)c2ccc(CC(=O)O)s2)cc1
#36 COC(=O)c1cc(C(=O)NNC(=O)c2ccc3c(c2)OCO3)cc([N+](=O)[O-])c1
#25 CCC(C)Cn1c(C)nc2ccccc21 (stereo not drawn)
#27 O=C(NCCS(=O)(=O)NC1CCCC1)c1ccccc1
#34 COc1ccccc1NC(=O)Nc1ccc(Br)cn1

entry no.	26	36	25	27	34
JMJD2A Tudor	?	-6%	-5%	-11%	-8%
PI4K2A inh	-15	-2	0	-3	0
GLS inhibitor	0%	16%	-1%	1%	15%
G9a inh	/	10%[59 µM]	9%[12.7 µM]	-40%	13%
Pin1 inh	3%	0%	1%	-10%	-1%
BAZ2B block	50µM*	14%	0%	11%	8%
PGK inhibitor	-2%	3%	-2%	-5%	4%
HP1b chromo inh	4%	30%	22%	17%	18%
POLH inh	50µM*	-3%	-15%	2%	-6%

The listing continues.
cpd | mol | JMJD2A Tudor | PI4K2A inh | GLS inhibitor | G9a inh | Pin1 inh | BAZ2B block | PGK inhibitor | HP1b chromo inh | POLH inh
37 | Cc1cccc(OCC(=O)N/N=C/C=C/c2ccco2)c1 | -35% | -27 | -6% | 8.9µM* | 1% | ? | i | -1% | ?
38 | COc1cccc(-c2cc(C(=O)N3CCc4ccccc4C3)[nH]n2)c1 | 1% | -2 | -1% | 6% | 0% | -24% | i | 38% | -18%
39 | Cc1c(NC(=O)c2cc3ccccc3o2)cccc1-c1nc2ccccc2o1 | -1% | -2 | -4% | 48%[59 µM] | ? | 34% | i | 82%[activator] | -12%
40 | CC1(C)C2CCC(C2)C1(C)NC(=O)CNC1CCCCC1 (stereo not drawn) | -34%[11.4 µM] | 0 | -1% | 13µM* | -18% | 50µM* | 3% | -26% | -1%
41 | CCN1CCN(c2ncc(C(=O)Nc3cc(Cl)ccc3OC)c3ccccc23)CC1 | -25% | 3 | -12% | 6%[12.7 µM] | 3% | -2% | 1% | 11% | -5%
42 | COc1ccc(S(=O)(=O)N(CC(=O)NCc2ccccc2OC)c2ccc(C)cc2)cc1 | -8% | -2 | -7% | -20%[59 µM] | -3% | 2% | 1% | 24% | -32%
43 | O=C(NNc1ccc(Cl)cc1)c1c(F)cccc1Cl | -7% | 1 | ? | 45µM* | -7% | -12% | -1% | 32% | -9%
44 | COc1ccc(Cn2c(SCc3ccc(C(=O)NCc4cccs4)cc3)nc3cccnc32)cc1 | -20% | -3 | -1% | -30%[59 µM] | 77%[activator] | -10% | i | 30% | -8%
